697 NFkB inh – lowers PMA/ionomycin-induced NF-kB signal in 697 B cells | 697 B-cell NF-kB luciferase reporter, 16 h | 330,000 tested, 0.33% active | inhibition, % at 4 µM; in the data active = inhibition above about 35%
APJ antagonist – APJ receptor antagonism; P35414; CHO-K1 APJ beta-arrestin complementation, luminescence; inhibition, % at 20 µM; 330,000 tested, 0.32% active;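 active = inhibition above about 40% at 20 µM, limit read from the data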;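 note: cells challenged with 10 nM apelin-13 agonist together with compound; plate controls were apelin-13 plus DMSO wells for no effect and DMSO wells lacking apelin-13 for full effect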
Target sequence (P35414 whole entry, looked up): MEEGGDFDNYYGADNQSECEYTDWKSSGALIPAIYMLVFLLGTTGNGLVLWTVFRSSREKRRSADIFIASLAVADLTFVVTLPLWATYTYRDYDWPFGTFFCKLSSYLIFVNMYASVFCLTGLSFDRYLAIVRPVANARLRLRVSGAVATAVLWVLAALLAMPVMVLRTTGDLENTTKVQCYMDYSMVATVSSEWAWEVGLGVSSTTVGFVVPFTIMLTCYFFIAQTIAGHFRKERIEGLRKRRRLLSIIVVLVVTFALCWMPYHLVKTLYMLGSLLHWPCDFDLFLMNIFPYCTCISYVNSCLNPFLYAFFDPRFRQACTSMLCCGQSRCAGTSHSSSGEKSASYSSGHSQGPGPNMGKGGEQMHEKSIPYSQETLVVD
CCR6 antagonist – antagonists of human CCR6 receptor; P51684; CHO-K1 CCR6 PathHunter beta-arrestin, luminescence, CCL20-stimulated; inhibition, % at 20 µM; 340,000 tested, 0.49% active; AID 493098;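 active = compounds whose inhibition of the agonist-driven luminescence signal at 20 µM reaches about 50%, limit read from the data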;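 note: cells stimulated with CCL20 at 14 nM final; plate controls were DMSO with CCL20 for no effect and DMSO without agonist for full effect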
EBI2 block – blocks human EBI2 receptor beta-arrestin signaling; inhibition, % at 5 µM; EBI2 beta-arrestin recruitment, luminescence, 7a,25-OHC stimulated; 360,000 tested, 0.81% active; AID 651636; in the data active = inhibition above about 38%;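 note: enzyme fragment complementation signal reports receptor beta-arrestin coupling in cells; 0% = agonist plus DMSO wells and 100% = wells without agonist; some results beyond the cut were filed as inactive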
CXCR6 block – inhibitors of human CXCR6 receptor. O00574. CHO-K1 PathHunter CXCR6 beta-arrestin, luminescence. inhibition, % at 20 µM. 360,000 tested, 0.36% active; in the data active = inhibition above about 34%, passing the limit was not always enough;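 note: antagonist mode with CXCL16 agonist at 10 nM final; 0% = 10 nM CXCL16 with DMSO and 100% = unstimulated wells without agonist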
Target sequence (O00574 whole entry, looked up): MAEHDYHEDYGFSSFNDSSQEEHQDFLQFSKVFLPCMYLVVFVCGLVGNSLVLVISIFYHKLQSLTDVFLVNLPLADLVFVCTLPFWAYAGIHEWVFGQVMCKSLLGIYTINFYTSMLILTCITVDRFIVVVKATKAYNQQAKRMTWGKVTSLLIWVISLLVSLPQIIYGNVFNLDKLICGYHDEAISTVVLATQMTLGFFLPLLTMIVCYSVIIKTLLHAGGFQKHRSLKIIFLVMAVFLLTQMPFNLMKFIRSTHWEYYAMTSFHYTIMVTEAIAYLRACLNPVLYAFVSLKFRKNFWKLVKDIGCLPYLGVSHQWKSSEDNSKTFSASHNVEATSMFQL
Jurkat NFkB inh – lowers PMA/ionomycin-induced NF-kB signal in Jurkat cells. PMA/ionomycin-induced NF-kB luciferase reporter, luminescence. inhibition, % at 4 µM. 330,000 tested, 0.53% active. AID 435003; in the data active = inhibition above about 50%
Gli-Sufu block – antagonists of Gli-Sufu signaling. AID 588413. inhibition, % at 5 µM. 340,000 tested, 0.74% active. Sufu-KO-LIGHT fibroblasts, Gli luciferase reporter luminescence;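 active = inhibition above about 55%, limit read from the data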;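 note: 0% = DMSO-treated cells and 100% = wells with medium but no cells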
UBC13 inh – inhibitors of human UBC13 polyubiquitin chain formation | P61088 | TR-FRET | inhibition, % at 20 µM | 330,000 tested, 0.47% active; in the data active = inhibition above about 45%, passing the limit was not always enough
Target sequence (P61088 whole entry, looked up): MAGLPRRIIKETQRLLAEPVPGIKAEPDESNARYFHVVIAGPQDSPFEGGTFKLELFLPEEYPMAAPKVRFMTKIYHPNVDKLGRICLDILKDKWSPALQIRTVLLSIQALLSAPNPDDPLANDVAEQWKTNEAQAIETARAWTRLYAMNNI
Active calls of the source: *; / = not tested or not shown.

Structure	697 NFkB inh	APJ antagonist	CCR6 antagonist	EBI2 block	CXCR6 block	Jurkat NFkB inh	Gli-Sufu block	UBC13 inh
O=C1CC(N2CCSCC2)C(=O)N1c1ccc(Br)cc1 (stereo unspecified)	3	9	-5	-17	5	-7	2	0
O=C(Nc1ccc([N+](=O)[O-])cc1)C1CC1(c1ccccc1)c1ccccc1 (stereo unspecified)	16	13	5	15	-8	11	15	-7
CSCCC(NC(=O)c1ccco1)C(=O)NCC1CCCO1 (stereo unspecified)	16	-7	13	-4	11	0	-9	-9
O=C(NCCC(=O)N1CCN(S(=O)(=O)c2ccccc2Cl)CC1)Nc1ccccc1	15	6	-3	19	-10	4	3	2
COc1ccc(CNC(=O)Cc2nn(C)c(=O)c3ccccc23)cc1	-19	7	-9	-4	-4	20	50	4
CS(=O)(=O)CCC(C(=O)N1CCOCC1)N1C(=O)c2cc(Cl)c(Cl)cc2C1=O (stereo unspecified)	-13	10	0	-11	-14	-19	6	7
Cc1cc(C)c(C#N)c(Oc2ccccc2)n1	-14	2	3	-3	4	-5	0	-4
CCN(CC(=O)NCc1cccs1)C(=O)c1cc(S(=O)(=O)N2CCCCC2)ccc1Cl	16	-55	10	-7	-6	-5	2	-6
COc1cc2c(cc1OC)/C(=C/C#N)NC(C)(C)C2	20	11	-7	1	0	15	2	6
CCOC(=O)c1ccc(-c2ccc(C(=O)Nc3cccnc3)o2)cc1	-164	-5	1	3	-3	6	-80	-9
CCn1cc(C(=O)NCCCN2CCCC(C)C2)c(=O)c2cc(S(=O)(=O)N3CCc4ccccc4C3)ccc21 (stereo unspecified)	6	-4	32	-4	0	16	34	23
Cc1ccc(NC(=O)C2CCCN(S(=O)(=O)c3cccs3)C2)cc1 (stereo unspecified)	12	5	5	3	1	4	5	3
CC(C)N(Cc1nccn1C)C(=O)CC1C(=O)NCCN1Cc1ccc(F)cc1 (stereo unspecified)	-4	18	6	-2	3	12	-1	-2
O=C(O)COCC(=O)N1CCN(C(c2ccccc2)c2ccccc2)CC1	2	6	9	-8	8	-2	6	-5
COc1ccc(S(=O)(=O)NCCCN2CCOCC2)cc1F	20	14	-5	-1	0	6	10	4
Cn1nnnc1SCC(=O)Nc1cc(C(F)(F)F)ccc1N1CCOCC1	-12	-3	14	1	3	-20	15	-4
O=C(CCN1C(=O)/C(=C/c2ccccc2)SC1=S)NNC(=O)c1cccnc1	16	-4	6	8	6	6	28	-6
O=C(NC(=S)Nc1ccc(NC(=O)c2cccs2)cc1)c1cc2ccccc2o1	-9	22	42	7	27	15	-20	-23
Cc1c(C(=O)Nc2nccs2)sc2nc(-c3cccs3)cc(C(F)(F)F)c12	-18	29	53*	-13	33	6	12	20
Cc1cccc(C)c1NC(=O)c1cc2c(=O)c3ccccc3oc2nc1C(F)(F)F	-13	-11	-7	1	-10	-6	-1	-13
O=C(CCCc1nc2ccccc2s1)NCc1cccnc1	-13	-13	13	10	-1	28	0	0
CCCNC(=O)Cn1c(=O)cnc2ccccc21	8	-10	10	-5	-6	-10	1	-13
O=C(Nc1nc2c(F)c(F)c(F)cc2s1)c1ccco1	-106	-9	14	-12	-4	-30	-79	7
CSc1nc2n(n1)C(c1cccc(F)c1)C(C(=O)Nc1ccc(C)cc1C)=C(C)N2 (stereo unspecified)	16	12	-8	5	4	3	4	4
C=CCn1c(SCC(=O)c2ccc(NS(=O)(=O)c3ccccc3)cc2)nnc1-c1cccs1	15	3	8	-15	6	-7	-1	13
CCc1n[nH]c2c1/C(=N\O)CC(c1ccccc1)C2 (stereo unspecified)	12	11	-3	-1	7	7	-3	10
O=C(CN1C(=O)NC(c2ccc(F)cc2)C1=O)NC1CCCCC1 (stereo unspecified)	-6	1	8	2	-11	1	1	-12
C/C(NC(=O)c1ccccc1F)=C1\C(=O)C[C@@H]2[C@H]1C2(C)C	-59	2	9	8	6	-36	-18	-7
O=C(CCNC(=O)c1ccc(Br)cc1)NCc1ccccn1	-14	13	0	-3	-3	8	-2	-6
CCOC(=O)CCc1c(C)c2ccc(OCC(=O)N(CC)CC)c(C)c2oc1=O	17	2	12	-9	1	3	22	16

Single records (already shown). Values in the order: 697 NFkB inh | APJ antagonist | CCR6 antagonist | EBI2 block | CXCR6 block | Jurkat NFkB inh | Gli-Sufu block | UBC13 inh
Cn1nnnc1SCC(=O)Nc1cc(C(F)(F)F)ccc1N1CCOCC1 is listed as -12 | -3 | 14 | 1 | 3 | -20 | 15 | -4
CCCNC(=O)Cn1c(=O)cnc2ccccc21 is listed as 8 | -10 | 10 | -5 | -6 | -10 | 1 | -13
O=C(CCNC(=O)c1ccc(Br)cc1)NCc1ccccn1 is listed as -14 | 13 | 0 | -3 | -3 | 8 | -2 | -6
O=C(CCN1C(=O)/C(=C/c2ccccc2)SC1=S)NNC(=O)c1cccnc1 is listed as 16 | -4 | 6 | 8 | 6 | 6 | 28 | -6
O=C(Nc1nc2c(F)c(F)c(F)cc2s1)c1ccco1 is listed as -106 | -9 | 14 | -12 | -4 | -30 | -79 | 7

The listing picks up, repeating the 3 entries before the break.
Structure	697 NFkB inh	APJ antagonist	CCR6 antagonist	EBI2 block	CXCR6 block	Jurkat NFkB inh	Gli-Sufu block	UBC13 inh
C/C(NC(=O)c1ccccc1F)=C1\C(=O)C[C@@H]2[C@H]1C2(C)C	-59	2	9	8	6	-36	-18	-7
O=C(CCNC(=O)c1ccc(Br)cc1)NCc1ccccn1	-14	13	0	-3	-3	8	-2	-6
CCOC(=O)CCc1c(C)c2ccc(OCC(=O)N(CC)CC)c(C)c2oc1=O	17	2	12	-9	1	3	22	16
Cc1ccc(S(=O)(=O)c2ccc(Cl)cc2)cc1S(=O)(=O)N1CCN(C)CC1	16	7	-4	0	0	12	10	11
COc1cccc(-n2c(N)c(C#N)c3ccc([N+](=O)[O-])cc3c2=O)c1	-1	-22	/	/	/	16	/	-6
CCc1ccc(-c2nc(CSCC(=O)N3CCN(c4ccccn4)CC3)c(C)o2)cc1	-9	-17	14	11	11	4	27	-4
Cc1ccc(C(=O)NNC(=O)c2cccnc2SCc2cccc([N+](=O)[O-])c2)cc1	-26	-3	21	13	13	-17	-9	-10
COc1ccccc1C1(O)C(=O)Nc2ccccc21 (stereo unspecified)	0	-12	1	-12	-5	-26	6	1
C/C(=C\C(=O)Nc1cc(C)on1)c1ccccc1	-1	20	-13	-6	-8	-34	-17	1
COc1ccc(NC(=O)CCC(=O)N/N=C/c2ccncc2)cc1	-19	14	-3	-10	-10	-17	0	1
COc1cccc2cc(CC(=O)c3ccc(C)cc3C)c(=O)oc12	-51	5	7	6	-8	-40	-54	6
Cc1occc1C(=O)N1CCCc2ccccc21	-6	5	-9	0	-6	12	1	5
CCOC(=O)c1c(CC(C)C)csc1/N=C/C1C(=O)CCCC1=O	11	-10	5	4	-2	13	-1	10
CCc1nc(SCC(=O)O)c(C#N)cc1C	5	9	-8	-10	1	3	3	25
O=C(Cc1ccccc1)NCC(=O)Nc1cccc(Br)c1	10	8	5	-4	-9	-11	6	18
Cn1c(=O)c2c(nc(Br)n2CCSc2nnnn2-c2ccccc2)n(C)c1=O	1	15	-14	-7	-8	7	6	-2
CCC(C)NC(=O)C1c2ccccc2C(=O)N1Cc1ccccc1OC (stereo unspecified)	-2	-12	-5	4	9	2	2	-13
COc1ccc(CNC(=O)C(C)OC(=O)Cn2cnc3c2c(=O)n(C)c(=O)n3C)cc1 (stereo unspecified)	-3	6	3	-12	4	-4	7	-1
Cn1nc(C(C)(C)C)c(NC(=O)c2ccc(F)cc2)c1C(C)(C)C	19	10	13	0	0	26	1	4
O=c1c2ccccc2nc2ccc(N3CCOCC3)nn12	-40	13	4	-12	-1	-35	-43	-4
COc1ccc(C2=C(C=C(C#N)C#N)C(c3ccccc3C)c3ccccc3O2)cc1OC (stereo unspecified)	3	14	15	24	7	7	12	0
COc1ccc2nc(COC(=O)c3cccs3)c(C(C)=O)[n+]([O-])c2c1	4	3	-4	11	-4	-16	9	5
CC12CCC(C(=O)NCc3ccccc3Cl)(OC1=O)C2(C)C (stereo unspecified)	2	6	4	14	2	11	9	-3
O=C(CSc1oc(-c2cccs2)nc1S(=O)(=O)c1ccc(F)cc1)NCC1CCCO1 (stereo unspecified)	20	5	5	4	6	1	7	-4
C=CCCC(=O)Nc1ccc(COC(=O)N2CCOCC2)cc1	5	6	7	-9	-4	-2	2	2
O=C(COc1ccc(-n2cnnn2)cc1)Nc1ccc(F)c(F)c1	-5	2	-2	0	-4	-1	-1	-1
Cc1ccccc1OCC(=O)Nc1nnc(C2CCCCC2)s1	-52	1	-5	-18	8	-35	-4	-8
O=C(NCc1ccco1)c1cccnc1Cl	8	13	2	-10	-3	16	4	5
COC(=O)COc1cc(Br)c(/C=C2/SC(=O)N(CC(=O)N3CCCC3)C2=O)cc1OC	-3	4	6	-42	-6	-6	1	-8
COc1ccc(-n2c(=O)c3ccccc3n(Cc3ccccc3F)c2=O)cc1OC	7	0	10	6	8	17	-26	19
CCOC(=O)Cn1c(=O)n(Cc2ccc(C)cc2)c(=O)c2cccnc21	2	15	20	13	11	-7	15	-9
Cc1ccc(S(=O)(=O)N2CCN(C(=O)COC(=O)Cc3ccc(F)cc3)CC2)c(C)c1	9	17	4	-4	-2	12	-6	0
CCCC(=O)NC(c1ccccc1Cl)c1c(O)ccc2ccccc12 (stereo unspecified)	-10	2	8	-1	-3	7	-5	-9
COc1cccc(/C=N/Nc2nc3ccccc3n3cnnc23)c1O	-16	-27	-13	-5	-9	18	10	-42
c1ccc(CSc2nnc(-c3cccs3)o2)cc1	-135	11	17	-11	5	-101	-74	1
O=C(NC1(C(F)(F)F)C(=O)Nc2c1c(=O)[nH]c(=O)n2Cc1ccccc1)c1ccco1 (stereo unspecified)	19	9	-4	-8	1	3	3	5
Cc1cc(C)c(S(=O)(=O)N2CCCC(C(=O)NC3CC3)C2)c(C)c1 (stereo unspecified)	-13	-31	13	2	-2	8	2	-4
O=C(CN1C(=O)S/C(=C/c2ccc(N3CCOCC3)cc2)C1=O)N1CCOCC1	-21	3	5	-19	4	-21	-8	-19
CC(NC(C(=O)c1ccccc1)c1ccccc1)c1ccccc1 (stereo unspecified)	/	/	78*	9	37*	/	6	/
O=C(O)C1CCCCC1C(=O)NC1CCCCC1 (stereo unspecified)	14	26	-11	1	-5	14	3	-10
O=C1C(=O)N(CCOCCO)C(c2ccccn2)/C1=C(\O)c1ccccc1 (stereo unspecified)	-4	0	-19	-7	-7	-18	-12	-5

Another view of four compounds above:
Structure: O=C(NC1(C(F)(F)F)C(=O)Nc2c1c(=O)[nH]c(=O)n2Cc1ccccc1)c1ccco1 (stereo unspecified)
- 697 NFkB inh: 19
- APJ antagonist: 9
- CCR6 antagonist: -4
- EBI2 block: -8
- CXCR6 block: 1
- Jurkat NFkB inh: 3
- Gli-Sufu block: 3
- UBC13 inh: 5

Structure: O=C(CN1C(=O)S/C(=C/c2ccc(N3CCOCC3)cc2)C1=O)N1CCOCC1
- 697 NFkB inh: -21
- APJ antagonist: 3
- CCR6 antagonist: 5
- EBI2 block: -19
- CXCR6 block: 4
- Jurkat NFkB inh: -21
- Gli-Sufu block: -8
- UBC13 inh: -19

Structure: O=C1C(=O)N(CCOCCO)C(c2ccccn2)/C1=C(\O)c1ccccc1 (stereo unspecified)
- 697 NFkB inh: -4
- APJ antagonist: 0
- CCR6 antagonist: -19
- EBI2 block: -7
- CXCR6 block: -7
- Jurkat NFkB inh: -18
- Gli-Sufu block: -12
- UBC13 inh: -5

Structure: Cc1cc(C)c(S(=O)(=O)N2CCCC(C(=O)NC3CC3)C2)c(C)c1 (stereo unspecified)
- 697 NFkB inh: -13
- APJ antagonist: -31
- CCR6 antagonist: 13
- EBI2 block: 2
- CXCR6 block: -2
- Jurkat NFkB inh: 8
- Gli-Sufu block: 2
- UBC13 inh: -4
